Source: PubChem
MC4R barr agon: human MC4R agonism via beta-arrestin | P32245 | U2OS MC4R beta-arrestin complementation, luminescence; percent of melanotan II response, DMSO zero | activation, % at 8.9 µM | hit rate 0.98% among 360,000 | AID 540308;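 active = activation above a per-plate cutoff, the mean activation of sample wells on that plate plus 3 SD, cut at about 8% in these data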
Target sequence (P32245 whole entry, looked up): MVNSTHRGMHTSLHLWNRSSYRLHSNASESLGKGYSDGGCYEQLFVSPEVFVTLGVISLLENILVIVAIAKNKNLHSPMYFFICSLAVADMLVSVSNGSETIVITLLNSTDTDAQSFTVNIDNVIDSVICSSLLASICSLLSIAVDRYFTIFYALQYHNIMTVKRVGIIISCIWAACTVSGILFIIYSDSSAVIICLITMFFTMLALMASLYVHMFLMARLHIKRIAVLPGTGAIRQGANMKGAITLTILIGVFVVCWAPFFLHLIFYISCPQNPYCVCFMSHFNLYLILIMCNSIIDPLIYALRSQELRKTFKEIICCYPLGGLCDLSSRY
ABCB6 inh 2: inhibitors of human ABC transporter ABCB6; K562-ABCB6 porphyrin accumulation, flow cytometry, 1 h; hits give low values; fluorescence ratio to DMSO, % at 10 µM; hit rate 0.19% among 360,000; AID 602162;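 active = fluorescence ratio to DMSO below 75%, the collection mean minus 3 SD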;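 note: signal is porphyrin accumulated inside mitochondria; 100% equals median channel fluorescence of DMSO control wells; lower ratio means ABCB6 inhibition with less porphyrin fluorescence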
PDI turbidity: blocks human protein disulfide isomerase activity; hit rate 0.052% among 350,000; inhibition, % at 10 µM; AID 588391; P07237; PDI insulin aggregation turbidity, A650, 90 min;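 active = mean inhibition across replicates of 30% or more, whatever share of single replicates reach that level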;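 note: absorbance from insulin aggregation driven by PDI reduction with DTT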
Target sequence (P07237 whole entry, looked up): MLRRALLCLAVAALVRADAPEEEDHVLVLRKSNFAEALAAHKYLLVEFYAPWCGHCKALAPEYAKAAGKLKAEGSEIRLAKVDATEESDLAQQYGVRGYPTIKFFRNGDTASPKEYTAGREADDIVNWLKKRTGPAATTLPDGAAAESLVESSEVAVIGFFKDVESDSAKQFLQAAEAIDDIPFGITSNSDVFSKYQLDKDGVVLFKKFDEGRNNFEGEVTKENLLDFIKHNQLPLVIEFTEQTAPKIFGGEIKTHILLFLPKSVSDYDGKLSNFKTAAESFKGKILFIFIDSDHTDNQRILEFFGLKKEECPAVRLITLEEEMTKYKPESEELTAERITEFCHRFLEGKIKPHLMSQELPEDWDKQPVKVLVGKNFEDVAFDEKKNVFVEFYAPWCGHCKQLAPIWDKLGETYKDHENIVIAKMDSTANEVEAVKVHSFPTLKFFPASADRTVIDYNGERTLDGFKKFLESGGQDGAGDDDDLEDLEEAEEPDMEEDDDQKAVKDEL
MC4R antag cAMP: human MC4R antagonism in cAMP assay; MC4R-expressing cells, MTII-stimulated cAMP, LANCE TR-FRET; inhibition, % at 6.5 µM; P32245; AID 540295; hit rate 0.48% among 360,000;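 active = inhibition above its plate's cutoff, the mean of tested wells on that plate plus 3 SD, cut at about 29% in these data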;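 note: 0% = Melanotan II alone and 100% = Melanotan II plus saturating MCL0020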
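Assay system: U2OS-MC4R stable cell line; Also added: Melanotan II; Technique: Eu-cAMP/anti-cAMP TR-FRET, emission 671 nm; Times: 30-min compound, 1-h challenge, 1-h detection, room temperature.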
CaV13 FRET inh: Disruptors of the CACNA1D IQ motif to Ca2+-dependent inactivation inhibitor domain association, primary screening, Förster resonance energy transfer in intact living …. inhibition, % at 12.3 µM. hit rate 0.098% among 340,000. HEK cells, CFP/YFP FRET ICDI-IQ, plate reader, 10 min; percent FRET-ratio fall versus neutral wells;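 active = mean replicate inhibition of at least 30% and at least 1% of replicates passing that level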;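 note: 0% = median of the neutral control wells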
Cardio protect: modulators protecting cardiomyocytes from myocardial damage; H9c2 cardiomyocytes, H2O2 injury protection, ATPLite, 2 h; protection from H2O2 cell death, % at 20 µM; hit rate 0.63% among 360,000; AID 588492;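 active = compounds giving at least 50% protection of heart cells from peroxide-induced death in the single-dose screen, raw or plate-pattern-corrected value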;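 note: 0% = DMSO wells with peroxide and 100% = DMSO wells without peroxide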
aDG glyco up: alpha-DG glycosylation activation. Pro5-aDG cells, alpha-DG glycosylation AlphaScreen (IIH6); 0% Pro5, 100% B10-LARGE cell signal. activation, % at 10 µM. hit rate 0.22% among 360,000. AID 624168;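 active = activation of at least 8% versus controls, or a plate z-score of at least 8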;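 note: Pro5 are CHO cells carrying HIG-tagged alpha-DG that lacks glycosylation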
Vif inh: HIV Vif inhibition; HEK293T cells, Vif self-association by quenched fluorescence, imaging, 24 h; inhibition, % at 7.49 µM; hit rate 0.35% among 340,000; AID 602346; in the data active = inhibition above about 50%, passing the limit was not always enough; note: some results filed as inactive read as strong as hits
N-glyco inh: N-linked glycosylation inhibition; D54 ERlucT glycosylation luciferase reporter, 24 h; percent of 100 nM tunicamycin response; AID 588692; reporter increase, % at 12.5 µM; hit rate 0.23% among 360,000;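 active = mean luciferase reporter signal, scaled so untreated is 0 and the glycosylation-blocking control 100, at or above a set limit in every replicate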;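 note: luciferase carries N-glycosylation sites so blocking glycosylation raises the light; 0% = median of neutral control wells and 100% = median of 100 nM tunicamycin wells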
m5-HT2A agonist: mouse HTR2A agonism via beta-arrestin recruitment; P35363; CHO-K1 mHTR2A beta-arrestin complementation, luminescence; percent of 30 µM serotonin response; activation, % at 7.6 µM; hit rate 0.66% among 360,000;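 active = activation above a run cutoff, the mean activation of all tested compounds plus 3 SD, cut at about 14% in these data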;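 note: 0% = plate median of compound wells and 100% = 30 µM serotonin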
The depositor's hits bear a star; · = not tested or not shown; & = joins results of further samples. This is a random part of the collection; 3.6% or so of the library scored in one or more.

SMILES	MC4R barr agon	ABCB6 inh 2	PDI turbidity	MC4R antag cAMP	CaV13 FRET inh	Cardio protect	aDG glyco up	Vif inh	N-glyco inh	m5-HT2A agonist
NC(c1csc(Nc2cc(NCc3ccco3)ncn2)n1)c1ccccc1Cl (centres undefined)	0.2	90.0	1.2	-11.8	-4.4	13.4	0.1	4.7	-2.1	-3.4
COC(=O)C1C(=O)C2=C(CC1C)NC(C)=C(C(=O)OCc1ccc(OC)cc1)C2c1ccc(C)o1 (centres undefined)	-2.5	83.0	4.0	6.6	-4.9	-3.0	0.5	-11.9	-2.7	-4.5
COC(=O)c1cccc(S(=O)(=O)N2CCCCC2)c1	-0.9	93.0	-0.8	-1.8	-6.9	3.9	0.0	·	-1.1	-1.8
Cc1nc(C)c(C(=O)NCCC(c2ccccc2)c2ccccc2)o1	-1.3	94.0	9.9	4.4	2.7	-4.1	0.3	-12.4	-0.6	2.2
COc1cc(C2c3c(c(C)c(C)oc3=O)Oc3c(C)c(C)oc(=O)c32)ccc1OS(=O)(=O)c1ccc(C)cc1	-0.5	100.0	13.0	9.9	-10.8	26.6	0.4	-3.4	0.1	-4.5
Cc1nn(CC(=O)Nc2ccc3nc4n(c(=O)c3c2)CCCC4)c(C)c1[N+](=O)[O-]	-0.5	99.0	-0.9	10.3	-2.4	-0.1	-0.4	15.7	0.8	-1.5
CC(=O)c1ccc(Nc2nc(C(N)c3ccccc3)cs2)cc1 (centres undefined)	1.4	112.0	4.0	0.4	-3.5	1.0	1.7	-6.0	-1.3	-5.0
CN(C)c1ccc(NC(=O)COC(=O)CCC(=O)c2ccc(F)cc2)cc1	-1.8	100.0	-2.9	4.8	-9.2	-5.5	-0.1	-5.0	8.4	-2.5
O=C(NCCN1CCCCC1)Nc1cccc(Cl)c1Cl	1.1	101.0	-5.8	-4.0	-5.9	-3.0	0.1	7.2	0.4	6.9
COc1ccc2c(c1)OC[C@H]1[C@@H]2N2C(=O)CNC(=O)[C@@]2(C)[C@H]1c1ccccc1	1.1	95.0	2.0	0.5	-11.0	3.7	0.0	-0.3	1.9	-1.1
COc1ccc(OCc2cc(C(=O)N3CCN(CC4CC4)CC3)no2)c(Cl)c1	-2.4	102.0	1.4	9.5	-6.9	-3.5	0.3	-23.5	0.0	-8.8
O=C(Cc1c(Cl)cccc1Cl)OCc1ccccn1	-0.7	98.0	-35.1	10.0	-5.4	3.7	0.0	-5.2	-1.7	-1.7
CCCN1C(=O)c2cc(C(=O)Nc3ccc(OC)cc3OC)ccc2C1Nc1ccc(OC)cc1OC (centres undefined)	-2.5	99.0	-1.3	2.4	-3.7	7.7	-0.4	-0.8	-0.9	-2.5
CC1Cc2ccccc2N1C(=O)c1cc2cccnc2n(C)c1=O (centres undefined)	-3.3	103.0	1.9	-0.2	-11.9	6.0	0.2	-5.2	-0.5	-2.5
COc1cccc(NC(=O)CNC(=O)[C@@H]2Cc3ccccc3CN2C(=O)OC(C)(C)C)c1	0.1	100.0	-4.4	19.8	-3.1	-0.4	0.1	-1.3	-0.4	-4.3
COc1ccc(NS(=O)(=O)c2cccc(C(=O)N(C)Cc3ccc(SC)cc3)c2)cc1	-3.6	102.0	-2.4	3.5	-5.9	-12.5	0.6	0.1	-3.4	-2.8
CC(=O)c1cccc(NC(=O)COC(=O)CC2CC3CCC2C3)c1 (centres undefined)	1.0	91.0	2.4	14.1	-2.0	-2.4	0.1	-5.7	1.1	-4.2
Cc1cccc(NC(=S)NC(=O)C(c2ccccc2)c2ccccc2)n1	32.8*	94.0	0.5	-12.7	·	-12.9	5.0	26.6	-0.2	2.1
CCOc1cccc(N2C(=O)CC(NCc3ccc(S(N)(=O)=O)cc3)C2=O)c1 (centres undefined)	-0.4	121.0	-6.1	9.5	·	6.8	-0.1	2.2	2.7	-2.1
N#C/C(=C(/O)CSc1n[nH]c(N)n1)c1nc2ccccc2[nH]1	-0.1	106.0	2.6	-0.5	-6.4	10.1	0.0	-19.7	0.6	-3.2
C=CCN(c1ccc(C(=O)NCCCn2ccnc2)cc1)S(C)(=O)=O	-0.8	97.0	-1.0	-5.3	-1.9	-0.4	-0.2	4.6	2.6	-4.6
COc1ccc(C(=O)CC(=O)C(=O)Nc2cc(OC)c(OC)c(OC)c2)cc1	-0.7	94.0	6.6	7.0	-19.4	6.6	-0.1	13.2	1.0	-2.9
COc1ccc(-c2noc(CCC(=O)NCCCN3CCC(C)CC3)n2)cc1	0.0	92.0	6.9	-0.2	-7.3	6.0	0.2	·	-2.0	-8.3
CC(C)(NC(=O)c1cc(Cl)c2ccccc2c1O)C(=O)O	-0.4	97.0	-2.8	4.3	-3.5	-0.4	0.0	0.2	2.8	11.5
O=C(c1cc2ccccc2o1)N1CCN=C1SCc1cccnc1	-2.1	93.0	0.6	11.8	-5.1	-8.7	0.8	-14.3	0.7	2.4
O=C(NN=Cc1ccccc1Cl)c1ccc(-n2cnnn2)cc1	-3.4	99.0	-1.4	15.3	-2.5	2.5	-0.2	3.7	3.5	-6.4
O=C(c1ccccc1)[C@H]1CC=CC[C@H]1C(=O)O	2.1	100.0	-12.2	17.6	·	5.4	0.0	8.4	1.7	1.1
COc1ccccc1OCCOc1ccc(C(=O)c2ccccc2)cc1	-0.4	105.0	1.4	-5.4	-19.7	-6.0	0.3	-5.4	0.1	-3.5
Cc1ccc(NC(=O)CN(C)C(=O)CSc2nnc(N)s2)cc1	-2.3	92.0	-20.2	-0.5	-5.5	12.2	-0.4	0.4	0.8	-3.1
Cc1ccc(CS(=O)Cc2ccc(C(=O)N3CCN(c4ccc(F)cc4)CC3)o2)cc1 (centres undefined)	-2.6	99.0	-2.8	-1.9	-7.0	3.6	0.0	-6.3	-0.3	2.4
O=C(CCCN=C1NS(=O)(=O)c2ccccc21)OCC(=O)c1ccc(F)c(F)c1	0.2	106.0	0.1	-7.3	-7.1	3.5	0.0	-0.9	-1.4	-2.1
Cc1ccccc1-n1nc(C)c2c1N=C1C(Cl)=CC(Cl)=CN1C2c1ccc(C(=O)O)cc1 (centres undefined)	4.3	102.0	-2.5	1.5	-3.7	1.5	0.4	-3.2	0.5	8.4
CC1CCCCC1NC1=NCCS1 (centres undefined)	-0.2	94.0	-3.3	0.8	-5.1	4.5	0.2	-8.4	-0.2	6.2
CCCCOc1ccc(C(=O)N/C(=C/C=C/c2ccccc2)C(=O)NCCCO)cc1	-0.1	111.0	-4.1	-2.1	-7.3	-13.4	-0.1	-0.7	0.7	-2.7
CC1CCCC(C)N1C(=O)CSc1nnc(COc2ccc(F)cc2)o1 (centres undefined)	1.1	96.0	-3.3	10.4	-2.4	-5.1	-0.1	-7.8	-1.1	-1.8
Cn1nnc(NC(=O)c2ccc(Br)o2)n1	-0.9	97.0	-1.6	4.2	-2.6	-4.5	-0.2	15.6	1.2	-4.6
CCN(C(=O)c1ccnc(C(C)(C)C)c1)c1ccccc1	-1.7	108.0	-8.6	3.2	-6.5	-5.4	3.3	-2.8	0.7	9.6
CCC(C)NC(=O)c1cn(CC)c2ccc(S(=O)(=O)N3CCCCC3)cc2c1=O (centres undefined)	0.1	93.0	-1.5	13.1	-2.0	-2.2	-0.2	-9.6	0.3	-5.3
O=C(NN=C1CCC(c2ccccc2)CC1)c1cc2c(s1)CCCC2 (centres undefined)	2.7	101.0	0.7	-8.5	-5.0	5.5	0.1	7.1	2.5	-1.1
COc1ccc(CN(C)CC(=O)Nc2cc(OC)c([N+](=O)[O-])cc2C)c(OC)c1	-0.8	98.0	-1.5	11.9	-4.0	-6.0	0.2	0.3	-1.6	0.0
CCOc1cc(C2C(C#N)=C(N)SC(N)=C2C#N)ccc1OCCN1CCOCC1	0.4	102.0	-14.0	0.6	-5.8	8.7	-0.2	3.4	0.6	-4.5
C[C@H](CCC(=O)NCC(=O)O)[C@H]1CC[C@H]2[C@@H]3[C@H](O)C[C@@H]4C[C@H](O)CC[C@]4(C)[C@H]3C[C@H](O)[C@]12C	-0.3&-0.7&-1.2	101.0&99.0&89.0	-0.4&10.2&11.2	-4.0&6.5&4.2	-4.1&-4.9&-5.3	6.8&10.8&0.6	0.1&0.6&0.3	-8.2&-4.6&-6.3	1.0&1.6&0.4	10.2&-4.8&-2.3
CC1CCC2C(=O)N(c3cc(Cl)ccc3OC(=O)c3ccco3)C(=O)C2C1 (centres undefined)	-2.0	102.0	6.6	11.0	-3.5	3.1	0.0	1.0	2.2	-1.6
Cn1ccsc1=NC(=O)c1ccc(CS(C)(=O)=O)cc1	-2.0	96.0	4.6	-8.2	-2.4	1.3	-0.1	8.8	1.1	2.5
COC(=O)c1ccccc1NC(=O)CSc1nccc(C)n1	-0.5	95.0	-4.7	11.3	2.7	12.2	-0.4	6.0	1.0	-3.7
O=[N+]([O-])c1ccc(NCCNc2ccc([N+](=O)[O-])cc2)cc1	1.7	90.0	1.7	-5.4	-6.0	2.9	0.4	-1.2	2.7	-3.3
O=S(=O)(c1ccccc1)N1c2cc(Cl)ccc2Oc2nc3ccccc3nc21	-2.7	98.0	-6.4	-1.7	0.3	-12.9	-0.1	8.1	-3.7	-8.2
CC1CCCN(S(=O)(=O)c2cccc(C(=O)NCc3ccco3)c2)C1 (centres undefined)	-1.2	98.0	-4.9	2.4	-3.5	5.1	0.1	-0.3	-1.4	-5.7
CC(C)(C)OC(=O)n1cccc1/C=C1\c2ccccc2C(=O)N1c1ccccc1	-1.1	106.0	-6.6	-1.4	·	1.6	0.0	-2.8	1.0	6.6
Cc1ccccc1C(=O)N1CC(=O)Nc2ccc(F)cc2C1c1ccc(F)cc1 (centres undefined)	-0.5	95.0	10.7	0.5	-4.6	2.4	0.0	-9.9	-0.9	3.8
CC(=O)N(NC(=O)c1ccc(C)cc1)C1CC(=O)N(c2ccccc2Cl)C1=O (centres undefined)	-2.2	103.0	5.1	-1.6	-5.9	5.2	0.1	-3.8	-0.7	1.9
CCOc1ccc(N2CC(C(=O)Oc3ccccc3)CC2=O)cc1 (centres undefined)	-3.9	98.0	-7.5	6.6	-4.8	-0.7	-0.1	-3.0	1.1	-2.4
COc1ccc2oc(C)c(C(=O)c3ccc([N+](=O)[O-])cc3)c2c1	-1.8	101.0	-5.8	13.8	-4.0	-6.0	0.4	-3.1	-2.3	-2.4
COc1ccc(NC2CCCN(C(=O)CCc3ccccc3F)C2)cc1 (centres undefined)	-3.3	99.0	-5.0	10.7	-5.6	-1.0	-0.3	-2.6	3.1	1.6
COc1ccc(/C=C/C(=O)Nc2c(C)nn(C)c2C)cc1COc1ccc(Cl)cc1Br	-0.4	100.0	6.2	7.9	-3.9	7.7	0.0	-8.9	-5.2	1.0
